# TCR CD3 inh: blocks the human TCR-CD3 interaction; hit rate 0.37% among 360,000; inhibition, % at 9.4 µM; TAMRA-labeled TCR probe fluorescence, biochemical; AID 651800; in the data active means inhibition above about 19%;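 further: recombinant mutant TCR 2C K166C tagged with TAMRA read by polarization; 0% = receptor in buffer alone and 100% = receptor with positive control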
# SIAE inh: inhibitors of human sialic acid acetylesterase SIAE; Q9HAT2; SIAE FP-Rh probe binding, fluorescence polarization; inhibition, % at 9.66 µM; hit rate 0.69% among 370,000; AID 1053197;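 active means inhibition above a cutoff: mean of compounds within the control limits plus 3 SD of those, cut at about 17% in these data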;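 further: 0% = plate median of compound wells and 100% = probe without SIAE protein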
# HTRA1 inh: blocks human HTRA1 serine peptidase | inhibition, % at 5.96 µM | hit rate 0.5% among 340,000 | recombinant HTRA1, FP-rhodamine activity-based probe, fluorescence polarization | AID 504803; in the data active means inhibition above about 36%;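 further: 0% = enzyme with DMSO and 100% = wells lacking enzyme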
# Target sequence (Q92743 whole entry, looked up): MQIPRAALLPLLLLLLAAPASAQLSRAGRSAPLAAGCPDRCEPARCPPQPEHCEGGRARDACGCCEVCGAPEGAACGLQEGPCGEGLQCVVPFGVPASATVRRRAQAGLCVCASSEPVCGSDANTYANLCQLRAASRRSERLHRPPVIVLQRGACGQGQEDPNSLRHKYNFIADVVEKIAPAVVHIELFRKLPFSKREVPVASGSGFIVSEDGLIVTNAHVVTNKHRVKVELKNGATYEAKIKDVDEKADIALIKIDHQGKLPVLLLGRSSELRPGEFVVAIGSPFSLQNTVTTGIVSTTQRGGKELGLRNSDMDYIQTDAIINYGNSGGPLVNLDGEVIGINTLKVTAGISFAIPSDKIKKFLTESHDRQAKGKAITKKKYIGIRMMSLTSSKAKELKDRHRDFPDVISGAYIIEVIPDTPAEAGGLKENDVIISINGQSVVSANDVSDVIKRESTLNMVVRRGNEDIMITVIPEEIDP
# PG9 binder: binds the HIV-1 gp120 antibody PG9; TR-FRET gp120-PG9 antibody binding; inhibition, % at 6.7 µM; hit rate 0.43% among 360,000; in the data active means inhibition above about 8.5%
# PRMT1 inh: PRMT1 (human) inhibition, primary screen; AID 652257; hit rate 1.3% among 370,000; recombinant PRMT1, activity-based probe fluorescence polarization; inhibition, % at 2.79 µM; Q99873;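 active means inhibition above about 21% made by adding two undisclosed values, limit read from the data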
# UHRF1 MBD2 ctr: human UHRF1 methylated DNA binding inhibitors; inhibition, % at 4.4 µM; UHRF1 binding to methylated oligo, TR-FRET; AID 687016; Q96T88; hit rate 0.75% among 370,000; in the data active means inhibition above about 21%;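 further: UHRF1 SRA domain binding a hemimethylated CpG hairpin DNA probe; 0% = median of test compound wells and 100% = reference inhibitor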
# TDP2 absorb: TDP2 (human) inhibition, absorbance primary screen; O95551; recombinant TDP2, T5PNP hydrolysis, p-nitrophenol absorbance 415 nm; inhibition, % at 12.8 µM; hit rate 0.34% among 370,000; AID 720702;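 active means inhibition above the mean of all tested compounds plus 3 SD, set per campaign, cut at about 25% in these data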;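 further: 0% = DMSO with enzyme and 100% = buffer with substrate but no TDP2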
#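 Read-out basis: percent inhibition. System: recombinant human TDP2. Buffer or medium: Mg2+-containing Tris-HCl buffer, pH 7.5. Repeats: single replicate. Timing: reaction 2 h, 37 °C. Benchmarks: high control without enzyme, low control DMSO plus TDP2. Probe or stimulus: 5 mM T5PNP. Doses: 12.8 µM only. Measured by: epi absorbance of p-nitrophenol freed from T5PNP by hydrolysis.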
# LEDGF integ inh: blocks HIV-1 LEDGF/p75-dependent DNA integration; TR-FRET IN-LEDGF/p75 DNA integration, Eu/Cy5; inhibition, % at 3.7 µM; hit rate 0.64% among 370,000;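 active means inhibition above the screen-wide mean plus 3 SD, cut at about 13% in these data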;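 further: signal is the Cy5 over europium emission ratio at 671 and 618 nm; 0% = plate median of compound wells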
# Tn7 DDE FP: DD(E)-Tn7 binding inhibition, primary FP screen; P02675; FP displacement of FITC-Tn7 peptide from fibrin DD(E); 0% = median of compound wells per plate; inhibition, % at 8.3 µM; hit rate 0.13% among 370,000; AID 720508;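 active means inhibition above the mean of compounds falling within the control limits plus 3 SD of them, cut at about 14% in these data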;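 further: 0% = plate median of compound wells and 100% = 10 µM Aha-Tn7 peptide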
#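 Also added: labelled Tn7 tracer, 0.1 µM; Assay system: human fibrin DD(E) protein; Amount: 2 µM fibrin DD(E); Schedule: 10 min compound pre-incubation, 3 h probe incubation at room temperature; Repeats: one replicate per compound; Read-out basis: percent inhibition; Measured by: fluorescence polarization of the labelled Tn7 tracer.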
# ABHD4 inh: inhibitors of mouse ABHD4 | Q8VD66 | purified mABHD4, FP-Rh probe fluorescence polarization | inhibition, % at 8.92 µM | hit rate 0.54% among 370,000 | AID 720543;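 active means inhibition exceeding the mean over every tested compound plus 3 SD, cut at about 30% in these data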;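 further: 0% = plate median of compound wells and 100% = S159A mutant with DMSO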
# Target sequence (Q8VD66 whole entry, looked up): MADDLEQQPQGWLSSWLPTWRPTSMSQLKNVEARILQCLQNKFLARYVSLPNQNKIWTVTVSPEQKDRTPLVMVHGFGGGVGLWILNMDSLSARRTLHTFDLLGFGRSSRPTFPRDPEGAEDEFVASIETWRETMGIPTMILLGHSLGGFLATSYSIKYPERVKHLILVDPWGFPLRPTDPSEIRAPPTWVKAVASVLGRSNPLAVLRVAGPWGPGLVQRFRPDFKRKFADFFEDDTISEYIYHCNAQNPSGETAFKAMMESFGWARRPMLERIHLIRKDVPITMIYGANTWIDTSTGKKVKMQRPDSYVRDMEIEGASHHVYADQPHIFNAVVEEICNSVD
#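 Assay system: mABHD4 protein; medium: HEPES pH 7.0, NaCl, Pluronic buffer; dosing: 8.92 µM, single dose; schedule: 45 min + 60 min at 25 °C; signal: FP readout, ex 525 nm / em 598 nm; read-out: normalized percent inhibition of probe labeling; repeats: single replicate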
# An asterisk follows results filed as active; · = not tested or not shown.
SMILES	TCR CD3 inh	SIAE inh	HTRA1 inh	PG9 binder	PRMT1 inh	UHRF1 MBD2 ctr	TDP2 absorb	LEDGF integ inh	Tn7 DDE FP	ABHD4 inh
Cc1cccc(/C=C2\CCC(=C3SCCCS3)C2=O)c1	-10	-11	-36	0.4	0	2	-3	5	-7	19
N/C(=N\OC(=O)c1ccc(Cl)cc1Cl)c1ccccn1	8	6	-3	-1.2	-3	-3	11	-2	-5	-3
Cn1ccnc1SCC(=O)Nc1nc2c(F)c(F)c(F)cc2s1	0	-8	1	-0.4	0	2	-5	0	-6	-5
Cc1ccc(C(=O)NCC(c2ccco2)N2CCc3ccccc32)cc1 (centres undefined)	0	21*	1	-4.5	-5	-1	-3	-2	6	1
CCOc1ccc(C2NC(=O)C(C#N)=C(S)N2c2cccc(C)c2)cc1OC (centres undefined)	-3	8	-4	-1.2	2	0	9	-4	0	10
O=C(Cn1c(COc2ccccc2)nc2ccccc21)Nc1cccc(Cl)c1	-8	1	-2	1.0	3	3	3	-3	10	3
COCCNC(=O)C1CCCN(C(=O)c2sc(-c3ccccc3)nc2C)CC1 (centres undefined)	4	2	·	0.4	-3	7	8	0	3	0
O=C(CSc1nnnn1C1CCCC1)N1CCN(C(=O)c2ccco2)CC1	-5	1	-4	-0.6	1	5	-12	-4	-2	3
CC1CC(C)CN(c2ncc3c(n2)CC(c2ccccc2)CC3=O)C1 (centres undefined)	1	-1	-1	-1.5	2	0	6	1	5	1
CC(=O)Nc1cccc(-c2csc(Nc3cccc(C)n3)n2)c1	-1	4	4	-2.6	-2	-3	-16	2	-4	1
O=C(CCc1nnc2ccc(NCc3ccccc3)nn12)NCC1CCN(C2CCCC2)C1 (centres undefined)	0	-3	4	0.2	4	0	8	-2	4	4
CN(CC(=O)Nc1ccc2c(c1)OCCO2)S(=O)(=O)c1ccc(F)cc1	-3	-5	0	-0.4	-3	2	-9	-1	-6	-2
COc1cccc(OC)c1C(=O)Nn1c(-c2cccs2)nc2ccccc2c1=O	-5	5	-2	-0.5	1	0	-1	0	1	-9
O=C(Nc1cccc(-c2nnn(CC(=O)N3CCc4ccccc4C3)n2)c1)C1CCC1	-7	-6	-10	-1.6	-1	-1	-7	2	1	-3
CCOc1ccc(OCC)c(NC(=O)C2CCCN(c3ncccn3)C2)c1 (centres undefined)	3	4	-3	0.4	-1	3	-3	-3	1	0
CC1(C)CC(=O)C=C(NNC(=O)C2CCCCC2)C1	7	5	3	-2.4	-1	-4	-3	-2	2	0
O=C1NC(Cc2cnc[nH]2)C(=O)N2CCCC12 (centres undefined)	1	-11	·	0.9	7	-1	9	-3	-4	0
CCC1CCCCN1CCCNC(=O)c1cn(C)c2ccc(S(=O)(=O)N3CCOCC3)cc2c1=O (centres undefined)	1	-2	0	-1.3	-1	2	-5	-4	1	-1
COc1ccc(NCc2nnc(SCC(=O)N3CCCc4ccccc43)o2)cc1	4	3	-5	1.3	19	-3	4	-1	12	4
Cc1cccc(NC(=O)C2CCN(c3nccc(C)n3)CC2)c1	2	3	-7	-0.5	-2	1	-1	-2	-4	-3
Nc1nc(-c2ccco2)nc(N2CCCCC2)n1	1	-2	0	0.5	1	1	2	0	-10	1
CCOC(=O)C1(C)/C(=N/Nc2cccc(Cl)c2)C(=O)C(=O)N1c1ccccc1 (centres undefined)	2	5	4	-2.0	-2	-5	0	2	-2	9
COc1cc(/C=C/C(=O)OCC(=O)NC(=O)NC(C)C)ccc1O	-3	4	1	1.5	2	0	3	-5	5	5
COc1ccc(C2=NO[C@@](CC(=O)O)(C(=O)Nc3ccc4c(c3)OCCO4)C2)cc1	-8	3	4	1.8	5	3	-4	4	-1	0
COc1ccc(N=Nc2cc(-c3ccccc3)ccc2O)cc1	-3	6	10	2.2	2	1	-7	1	6	6
CCOC(=O)c1cnc2ccc(C)cc2c1Sc1ccccc1	2	5	-15	0.2	0	4	-5	-2	1	-6
COc1ccc(-n2ncc3c2CC(C)(C)CC3NC(=O)CCc2c(C)nn(C)c2C)cc1 (centres undefined)	7	5	4	0.7	2	-1	13	5	-8	2
Cc1ccc(S(=O)(=O)N2[C@H](CC(=O)c3cccc4ccccc34)OC[C@@H]2C(C)C)cc1	-9	1	·	0.6	2	2	-1	4	6	-7
COc1cccc(-c2ccc3ncnc(NCc4ccc5c(c4)OCO5)c3c2)c1	3	-16	-91	1.3	-1	4	-26	-2	-7	-1
COc1ccc([C@H]2CC(=O)C=C(c3ccc(Cl)cc3C)C2)cc1	4	0	-37	-0.9	0	-2	0	-2	6	-5
CCOc1ccccc1C(=O)NCC(=O)NCCSc1ccc(Br)cc1	3	-1	-4	1.9	1	0	-3	-3	4	-3
COCCn1c(SCC(=O)Nc2cccc(S(N)(=O)=O)c2)nc2cc(Cl)ccc2c1=O	1	0	-9	-0.9	-3	-2	-6	-4	0	-10
CC(=O)c1c(N2CCN(Cc3ccccc3)CC2)[nH]c(-c2ccccc2)nc1=S	0	-5	-4	-0.1	-2	-2	7	-6	5	-3
O=C(CC1SC(=Nc2ccc(OC(F)F)cc2)N(CCC2=CCCCC2)C1=O)Nc1ccccc1F (centres undefined)	5	-45	0	-1.9	-4	0	-7	0	0	-2
CC(C)N(C(=O)[C@H]1C[C@H](CC(=O)NCCCN(C)C)C(=O)N2CCc3c([nH]c4cc(CCC(=O)N(C)C)ccc34)[C@]12C)C(C)C	0	1	3	-1.0	-3	21*	-10	5	-7	1
Cc1ccc(Nc2ccc([N+](=O)[O-])cn2)cc1Cl	-11	13	-19	1.1	5	2	-11	4	-2	-15
Cc1cc(C)c(S(=O)(=O)Nc2ccccc2)c(C)c1	3	-5	-2	0.6	-2	0	5	0	3	-2
C=CCn1c(-c2ccc(OC)cc2)nc2ccccc21	5	1	-10	0.1	-2	1	-6	1	4	0
CCOC(=O)C[n+]1ccc2c([nH]c3ccccc32)c1C	2	15	-11	2.1	1	-7	-1	4	-6	10
CN(C)c1ccc(C(=O)c2ccccc2)cc1	6	10	2	0.9	0	-1	0	2	-5	-2
COc1cccc(-c2nnc(NC(=O)c3cccs3)s2)c1	-5	-9	6	6.3	-7	4	-12	3	-9	-4
O=C(CSc1nnc(-c2ccncc2)n1-c1ccc(F)cc1)NNC(=O)c1cccc(O)c1	8	9	-2	0.7	-3	0	2	-1	-3	6
CCOC(=O)c1sc2nc(C)nc(SCC(=O)NC3CCS(=O)(=O)C3)c2c1C (centres undefined)	-4	-3	-7	6.1	2	3	1	0	-2	1
COc1ccc(C2Nc3ccccc3C(=O)N2c2ccc(F)cc2)cc1Cn1nnc2ccccc21 (centres undefined)	1	2	-5	-2.7	-1	-1	3	0	3	2
Cc1nn(-c2ccccn2)c2c1C(c1ccsc1)C1=C(CCCC1=O)N2 (centres undefined)	-9	7	-3	-1.5	1	3	-8	-2	-6	-7
Cc1ccc(S(=O)(=O)N(C)C)cc1NC(=O)C(C)OC(=O)C1CCCCC1 (centres undefined)	2	4	-1	0.1	-2	0	-5	0	0	3
Cc1ccc2c(c1)-c1c(ssc1=S)C(C)(C)N2C(=O)CSC1=NCCS1	-4	1	27	0.2	1	-1	12	-3	-3	14
Brc1cnc(N2CCCCC2)nc1N1CCOCC1	-2	5	-2	-0.1	-2	-1	11	2	1	4
Cc1noc(C)c1COc1ccc(C(=O)OCC(=O)N2CC3(C)CC2CC(C)(C)C3)cc1 (centres undefined)	0	1	-11	-1.0	1	0	2	0	9	0
C/C(=N\NC(=O)c1ccccc1C)c1cccc([N+](=O)[O-])c1	0	-1	4	1.3	-3	2	-9	-2	2	-5
COC(=O)c1ccc(NC(=O)c2nc(S(=O)(=O)Cc3cccc(C)c3)ncc2Cl)cc1	0	-4	-18	-1.4	52*	-4	-3	0	2	-12
CCCOc1ccc(-c2c(=O)n(O)c3ccccc3[n+]2[O-])cc1	1	11	-1	-0.6	32*	-7	-12	1	4	7
Cc1ccc(/C=C2\SC(=S)N(CC3CCCO3)C2=O)o1 (centres undefined)	-7	5	8	-2.4	23*	0	-2	9	-4	30*
O=C(c1ccc(N2CCCC2=O)cc1)N1CCN(c2ccc(Cl)cc2)CC1	3	-8	-1	-2.9	-3	1	-12	2	2	-6
COCn1c(-c2ccccc2)nc2ccccc21	7	5	2	1.3	-4	1	7	-2	2	1
Cc1ccc(NC(=O)CSc2nc(N)cc(=O)[nH]2)cc1S(=O)(=O)N1CCOCC1	-1	-7	-1	-0.6	1	-1	7	-1	2	-7
O=C(N/N=C/c1sc(N2CCOCC2)nc1-c1ccccc1)c1ccccc1Cl	0	0	-1	-0.9	-3	-1	-5	5	-4	-3
COc1ccc(S(=O)(=O)N2CCCC2CNC(=O)C(=O)NC2CC2)cc1 (centres undefined)	-4	9	-2	-0.2	2	0	24	-1	2	9
CCc1nnc(NC(=O)CSc2nc3cccnc3n2C2CCCCC2)s1	2	2	-44	-1.3	0	-1	6	-2	-3	-8
Cc1ccc(Cn2nnc3c(=O)[nH]c(C4CCCN(S(=O)(=O)c5ccccc5)C4)nc32)cc1 (centres undefined)	2	-1	-24	-1.6	1	-1	6	1	-1	3

# Continuation.
SMILES	TCR CD3 inh	SIAE inh	HTRA1 inh	PG9 binder	PRMT1 inh	UHRF1 MBD2 ctr	TDP2 absorb	LEDGF integ inh	Tn7 DDE FP	ABHD4 inh
NS(=O)(=O)c1ccc(NNC(=O)c2cccs2)cc1	-7	-3	-5	-1.8	13	2	-5	-3	5	-8
O=C(O)C1(c2ccccc2)CCN(S(=O)(=O)c2ccc(F)c(F)c2)CC1	-5	20*	-1	1.1	-1	0	5	2	-1	6
COc1ccc(C(=O)CSC#N)cc1OC	2	-3	4	-3.5	41*	-3	-13	3	-11	-12
CCOC(=O)c1c(C)[nH]c(C(=O)COC(=O)CSC)c1C	5	9	-1	-0.9	-2	3	-7	2	2	-3
Cc1ccc(NC(=O)c2cc3c(s2)CCCC3)cc1S(=O)(=O)Nc1ccccc1Cl	11	-126	-88	1.2	1	1	-6	2	-6	-95
O=C(CN1CCC(NC(=O)NCc2ccccc2)CC1)Nc1ccc2c(c1)OCCO2	·	-1	·	·	3	2	4	1	4	-1

# Looked up above:
# Reading of `O=C(O)C1(c2ccccc2)CCN(S(=O)(=O)c2ccc(F)c(F)c2)CC1` under TCR CD3 inh: -5
# Reading of `O=C(CN1CCC(NC(=O)NCc2ccccc2)CC1)Nc1ccc2c(c1)OCCO2` under Tn7 DDE FP: 4
